Screening data from PubChem.
procasp7 counter: procaspase-7 activators, primary screen, counter-screen for procaspase-3 activator project, biochemical, absorbance, HTS, human. Caspase-7 (Homo sapiens), P55210. recombinant procaspase-7, Ac-DEVD-pNA absorbance 405 nm; D23A/D198A/D206A triple mutant, cannot self-cleave; scale: DMSO 0, 5 µM enzyme 100. activation, % at 8.5 µM. hit rate 0.093% among 330,000;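 active = percent activation above the screen-wide mean plus 3 SD, cut at about 25% in these data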
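buffer or medium = Zinc-free HEPES/NaCl buffer, pH 7.4 | material = Procaspase-7 triple mutant (PC-7 D3A) | input = 2 µM procaspase-7 mutant as dispensed | signal = Epi-absorbance of released pNA at 405 nm, two timepoints | timing = 1 h preincubation, 2 h reaction | replicates = singlicate compound testing | evaluation = % activation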
proCasp3 act: activators of human procaspase-3 D3A mutant, primary screen, biochemical, absorbance, PC-3 D3A mutant, single concentration; recombinant procaspase-3 D3A, Ac-DEVD-pNA absorbance 405 nm; hit rate 0.11% among 330,000; activation, % at 8.5 µM; Caspase-3 (Homo sapiens), P42574;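 active = activation above the mean of all tested compounds plus 3 SD, cut at about 21% in these data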;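 also: 0% = DMSO alone and 100% = DMSO wells spiked with extra 5 µM PC-3 D3A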
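Compound: 8.5 µM single point, 0.8% DMSO / Material: Autoprocessing-dead procaspase-3 D3A mutant enzyme / Timing: 1 h preincubation plus 2 h reaction at 25 °C / Medium: Zinc-free HEPES/NaCl buffer with 0.01% Triton X-100 at pH 7.4 / Technique: 405 nm absorbance of p-nitroaniline, reads at 0 and 120 min / Repeats: one well per compound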
RPL19A-GFP yeast: RPL19A-GFP expression modulators in yeast, primary screen, cell-based, S. cerevisiae, multiplex flow cytometry, MLPCN | S. cerevisiae RPL19A-GFP strain, 3 h; hits give low values | percent response vs DMSO, % at 10 µM | hit rate 0.3% among 330,000;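 active = percent response vs DMSO below 50%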;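 also: median channel GFP fluorescence of the barcoded RPL19A-GFP strain; ratio of sample median GFP to plate DMSO average so 100% = DMSO; lower means less RPL19A-GFP as with rapamycin TOR inhibition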
ZTA DNA inh: blocks Epstein-Barr virus ZTA, an EBNA-1 counter-screen; P03206; ZTA-DNA binding, fluorescence polarization; inhibition, % at 11 µM; hit rate 0.15% among 320,000; AID 2234; in the data active = inhibition above about 33%
MEP2-GFP yeast: modulators of MEP2-GFP levels in yeast, primary screen, S. cerevisiae, multiplex flow cytometry, MLPCN library. hit rate 0.51% among 330,000. S. cerevisiae MEP2-GFP strain, 3 h; 100% = DMSO control level. GFP response vs DMSO, % at 10 µM;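 active = GFP response versus DMSO above a set limit, roughly screen mean plus 3 SD, cut at about 180% in these data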;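 also: median GFP fluorescence of the barcode-gated MEP2-GFP cells per well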
LAP4-GFP MLPCN: modulators of LAP4-GFP expression in yeast, primary screen, S. cerevisiae, multiplex flow cytometry, MLPCN library; 3 h; median GFP as percent of DMSO wells; GFP response vs DMSO, % at 10 µM; hit rate 0.34% among 320,000; AID 2023, 2009;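 active = GFP response vs DMSO above a set limit, about the screen mean plus 3 SD, cut at about 150% in these data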
AHR act: AHR activators, primary screen, cell-based, luminescence, luciferase reporter, human; AHR-responsive luciferase reporter cells; activation, % at 5 µM; Aryl hydrocarbon receptor (Homo sapiens), P35869; hit rate 2.5% among 320,000; AID 2796, 2010; in the data active = activation above about 47%;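 also: 0% = vehicle wells and 100% = reference agonist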
EBNA-1 inhibitor: EBNA-1 DNA-binding inhibitors, primary screen, biochemical, fluorescence polarization. hit rate 0.34% among 300,000. AID 1950, 2009. inhibition, % at 14.8 µM; in the data active = inhibition above about 28%
An asterisk follows results filed as active; / = no result given.

entry | SMILES | AHR act | MEP2-GFP yeast | EBNA-1 inhibitor | RPL19A-GFP yeast | proCasp3 act | ZTA DNA inh | procasp7 counter | LAP4-GFP MLPCN
1 | COc1nnc(-c2ccc(N3CCCCC3)c(NC(C)=O)c2)c2ccccc12 | 78* | 107 | 5 | 103 | 6 | 7 | 5 | 92
2 | Cc1ccccc1C(=O)NC1CCN(Cc2nnnn2CCc2ccccc2)CC1 | -1 | 98 | 2 | 89 | -1 | 6 | 12 | 91
3 | CCc1cccc(NC(=O)CN(c2ccc(OC)cc2)S(=O)(=O)c2c(C)n[nH]c2C)c1 | 14 | 105 | -2 | 102 | 2 | -1 | 6 | 102
4 | O=C(NCCc1ccccc1Cl)C1CCN(S(=O)(=O)c2cccs2)CC1 | -1 | 108 | 0 | 102 | 5 | 14 | -6 | 100
5 | O=C(CCN1C(=O)S/C(=C/c2ccc(Cl)cc2)C1=O)N1CCOCC1 | -1 | 107 | 1 | 107 | -14 | -2 | -7 | 99
6 | CCOC(=O)N1CCN(C(=O)c2ccc3c(=O)n(-c4ccc(OC)cc4OC)c(=S)[nH]c3c2)CC1 | 0 | 102 | 1 | 103 | -3 | -7 | 1 | 105
7 | O=C(NC1=C(Nc2ccc(Cl)cc2)C(=O)c2ccccc2C1=O)c1ccccc1 | 69* | 101 | 0 | 100 | -1 | -1 | -13 | 106
8 | O=C(NC1=NCCS1)c1ccc(C(F)(F)F)cc1 | -1 | 112 | 5 | 104 | 12 | -3 | 2 | 96
9 | Cc1cccnc1CCNC(=O)CCc1nnc(-c2ccccc2)o1 | 0 | 102 | 1 | 94 | 3 | -1 | 13 | 99
10 | O=[N+]([O-])c1cccc(/C=C/C=N/Nc2nc(N3CCCCC3)nc(N3CCCCC3)n2)c1 | -2 | 121 | 9 | 94 | 8 | 18 | 1 | 83
11 | CC(C)C(=O)NNC(=O)c1ccccn1 | 1 | 100 | 15 | 102 | 7 | 12 | 17 | 102
12 | O=c1oc2ccccc2n1Cn1c(=O)oc2ccccc21 | 4 | 105 | -11 | 103 | -2 | 6 | 13 | 98

4 entries drawn at random from those above:
entry | SMILES | AHR act | MEP2-GFP yeast | EBNA-1 inhibitor | RPL19A-GFP yeast | proCasp3 act | ZTA DNA inh | procasp7 counter | LAP4-GFP MLPCN
2 | Cc1ccccc1C(=O)NC1CCN(Cc2nnnn2CCc2ccccc2)CC1 | -1 | 98 | 2 | 89 | -1 | 6 | 12 | 91
12 | O=c1oc2ccccc2n1Cn1c(=O)oc2ccccc21 | 4 | 105 | -11 | 103 | -2 | 6 | 13 | 98
4 | O=C(NCCc1ccccc1Cl)C1CCN(S(=O)(=O)c2cccs2)CC1 | -1 | 108 | 0 | 102 | 5 | 14 | -6 | 100
9 | Cc1cccnc1CCNC(=O)CCc1nnc(-c2ccccc2)o1 | 0 | 102 | 1 | 94 | 3 | -1 | 13 | 99

Going on with the list:
entry | SMILES | AHR act | MEP2-GFP yeast | EBNA-1 inhibitor | RPL19A-GFP yeast | proCasp3 act | ZTA DNA inh | procasp7 counter | LAP4-GFP MLPCN
13 | CC1CN(C(=O)N2c3ccccc3Sc3ccccc32)CC(C)O1 (stereo not given) | 0 | 103 | -2 | 104 | -3 | -8 | -2 | 109
14 | CC[n+]1ccc(/C=C/c2c[nH]c3ccccc23)cc1 | 11 | 116 | 42* | 106 | -25 | 10 | -6 | 103
15 | CC(C)(C)OC(=O)C[C@H]1C/C=C\C[C@@H](CC(=O)N[C@H](CO)Cc2ccccc2)C(=O)NCCOC1=O | 0 | 100 | / | 102 | -5 | / | -3 | 107
16 | CCOC(=O)c1nc(C)n(-c2ccc([N+](=O)[O-])cc2)n1 | -1 | 92 | 1 | 93 | 0 | -2 | 0 | 94
17 | O=C(Nn1cnnc1)c1ccc(Cl)c([N+](=O)[O-])c1 | 0 | 102 | 2 | 99 | 2 | 4 | 8 | 116
18 | O=C(NCC(c1cccs1)N1CCOCC1)c1ccccc1NS(=O)(=O)c1ccc(Cl)cc1 (stereo not given) | -1 | 102 | -10 | 105 | 2 | 8 | -19 | 91
19 | CCOC(=O)N1CCN(C(=O)c2nn(C)c3c2CSc2ccccc2-3)CC1 | 3 | 104 | 8 | 100 | 6 | 8 | 10 | 104
20 | COc1ccccc1NC(=O)N1c2ccc(F)cc2CCC1C (stereo not given) | 5 | 106 | -1 | 98 | 5 | 5 | -12 | 102
21 | CS(=O)(=O)Nc1ccc2c(c1)C(=O)OC2 | -4 | 96 | 10 | 99 | 1 | -1 | 8 | 89
22 | CCC1Oc2ccc(C)cc2N(CC(=O)N(Cc2cccnc2)Cc2ccc(C)o2)C1=O (stereo not given) | 10 | 101 | -7 | 96 | 3 | -26 | 0 | 95
23 | C=CCC[C@@H](Cc1ccc(F)cc1)C(=O)OCCNC(=O)[C@@H](CC=C)CC(=O)N(CCO)Cc1ccccc1 | 0 | 100 | / | 100 | 0 | / | 1 | 102
24 | Cc1cc(C)c(NC(=O)C2CCCN2CCOC(=O)c2ccccc2)c(C)c1 (stereo not given) | -3 | 99 | 15 | 100 | 6 | 15 | -4 | 91
25 | O=C(NCCc1c[nH]c2ccccc12)C(=O)NCC1OCCCN1S(=O)(=O)c1cc(F)ccc1F (stereo not given) | 7 | 95 | 4 | 99 | -2 | 11 | 4 | 91
26 | Cc1cc(=O)n2nc(N3CCCC(C(=O)NCCC4=CCCCC4)C3)sc2n1 (stereo not given) | 3 | 102 | -12 | 82 | 6 | 1 | 11 | 196*
27 | CC1(C)C(c2ccccc2)=NC(c2ccccc2)N1O (stereo not given) | 3 | 106 | -4 | 100 | 8 | -16 | -2 | 100
28 | Cc1ncc([N+](=O)[O-])n1CC(=O)NCCc1ccccc1 | 6 | 109 | -17 | 112 | -5 | -1 | -3 | 95
29 | CCCCc1c(O)nc(SCC(=O)c2ccccc2)n(-c2ccccc2C)c1=O | 1 | 94 | -5 | 99 | -4 | -9 | 2 | 97
30 | CCCC(=O)N(Cc1cc(=O)[nH]c2ccccc12)c1ccccc1 | 5 | 111 | 6 | 99 | 74* | -4 | 7 | 102
31 | CCc1nnc(NC(=O)CCN2C(=O)/C(=C/c3cc(OC)c(OC)c(OC)c3)SC2=S)s1 | 0 | 92 | -9 | 92 | -9 | -11 | -19 | 92
32 | CC1(C)C(N(O)C(=O)Nc2ccccc2)N(c2cccc(Cl)c2)C(=O)N1O (stereo not given) | 2 | 107 | 5 | 108 | -1 | 14 | 6 | 106
33 | COc1cccc(-n2c(CN3CCN(c4cccc(C)c4)C(C)C3)nc3ccc([N+](=O)[O-])cc3c2=O)c1 (stereo not given) | 19 | 100 | 15 | 99 | 7 | -9 | -10 | 95
34 | CCOC(=O)C1(Cc2cccc(F)c2)CCN(C(=O)COC)CC1 | -1 | 96 | -6 | 99 | 2 | -21 | 5 | 101
35 | COc1ccc(S(=O)(=O)N(C)CC(=O)NCc2ccco2)cc1 | -3 | 104 | 4 | 105 | -4 | 0 | 1 | 100
36 | Cc1ccc(NC(=O)CCc2c(C)nn(-c3ccc(N4CCCCC4)nn3)c2C)cc1C | 10 | 95 | -12 | 96 | 5 | -9 | 2 | 94
37 | CC(=O)c1c(N2CCCC2)nc(=S)n(-c2ccccc2)c1C | 5 | 114 | 15 | 104 | -4 | 3 | 8 | 109
38 | O=C(CC1C(=O)NCCN1Cc1ccccc1C(F)(F)F)NCCc1ccccn1 (stereo not given) | 1 | 108 | 4 | 110 | 2 | -5 | 7 | 99
39 | CCOc1ccc(-c2cc(C(=O)N/N=C/c3cccnc3)c3ccccc3n2)cc1 | 22 | 108 | -3 | 100 | 4 | 18 | -1 | 94
40 | O=C(CSc1ncnc2nc[nH]c12)Nc1ccccc1C(F)(F)F | 4 | 108 | 1 | 103 | -14 | 7 | 0 | 105
41 | O=C(NCc1ccccn1)C1CCN(Cc2cccc(OCc3ccccc3)c2)CC1 | -2 | 99 | 5 | 98 | -6 | -5 | 12 | 86
42 | Cc1cc2c(OCC(O)CNCc3ccco3)cccc2[nH]1 (stereo not given) | 2 | 107 | -8 | 94 | -4 | -15 | -13 | 107
43 | O=C1CCCN1c1ccc(CNS(=O)(=O)c2ccc(F)cc2)cc1 | -2 | 102 | 0 | 103 | -6 | -1 | 5 | 101
44 | CCCCn1c(N)c(N(CCOC)C(=O)c2ccc(C)o2)c(=O)[nH]c1=O | 1 | 102 | 2 | 102 | -2 | -5 | -2 | 106
45 | CCN(C[C@H]1N[C@@](CC)(C(=O)OC)[C@H]2C(=O)N(C)C(=O)[C@@H]12)C(=O)COC | 0 | 100 | / | 105 | 0 | / | 22 | 105
46 | Cn1c(SCC(=O)N2CCCC2=O)nnc1-c1ccccc1F | -2 | 101 | 1 | 101 | 6 | -7 | 10 | 109
47 | CC(C)c1ccc(CC(NC(=O)c2ccccc2)C(=O)NCC(=O)O)cc1 (stereo not given) | 2 | 106 | -1 | 95 | 2 | -3 | -8 | 105
48 | Cc1cc(OC(=O)c2cccs2)ccc1C(C)C | -1 | 97 | -1 | 96 | -4 | -17 | -10 | 102
49 | CC1CCN(c2oc(-c3ccco3)nc2S(=O)(=O)c2ccccc2)CC1 | 0 | 83 | -1 | 103 | -5 | -3 | -10 | 89
50 | OCCNCc1cccc(OCc2ccccc2Cl)c1 | 15 | 102 | -10 | 97 | 5 | 16 | 1 | 101
51 | COc1ccc(NC(=O)CSc2nc3c(c(=O)n2-c2ccccc2)SCC3)c(OC)c1 | 2 | 100 | 5 | 101 | -7 | -12 | -5 | 109
52 | Cc1ccc(OS(=O)(=O)c2ccccc2)c(/C=N/N=C2\NC(=O)C(C)S2)c1 (stereo not given) | 3 | 122 | 5 | 101 | 11 | -12 | 0 | 104
53 | N#CCc1ccc(NC(=O)c2ccc(S(=O)(=O)N3CCOCC3)cc2)cc1 | -2 | 83 | -2 | 89 | 9 | 9 | 1 | 81
54 | Cc1ccc(S(=O)(=O)NCCC(=O)NC2CCCCCC2)cc1C | -1 | 103 | / | 108 | -4 | / | 7 | 105
55 | O=C(CCS(=O)(=O)c1ccc(Br)s1)NCc1ccc2c(c1)OCO2 | -3 | 130 | -9 | 111 | -5 | -5 | -3 | 125
56 | CC1CC(CC(C)C(=O)NC(=S)Nc2ccc(S(N)(=O)=O)cc2)C(=O)O1 (stereo not given) | 2 | 113 | -8 | 105 | -9 | -7 | 0 | 111
57 | CCOC(=O)CCC(=O)OCC(=O)NC(C)C1CC2CCC1C2 (stereo not given) | -2 | 102 | 1 | 99 | 2 | 0 | 8 | 100
58 | COc1nc(N)nc(N2CCOCC2)n1 | 4 | 99 | 12 | 100 | 6 | 13 | -5 | 99
59 | CCOC(=O)Cc1cc(=O)n(-c2nc3ccccc3s2)[nH]1 | 7 | 102 | 8 | 101 | -11 | -7 | -12 | 98
60 | O=C(CCCc1nc2ccccc2s1)NNC(=O)CCN1CCN(Cc2ccccc2)CC1 | 4 | 103 | -3 | 98 | -5 | 1 | -1 | 102
61 | Cc1csc2nc(CNS(=O)(=O)c3ccc4c(c3)CCCC4)cn12 | 2 | 90 | 3 | 90 | 5 | 5 | 10 | 101
62 | O=C(Cn1c(NCCCO)nc2ccccc21)c1ccc([N+](=O)[O-])cc1 | 0 | 96 | -2 | 96 | -6 | 3 | 0 | 99
63 | COc1ccc(-c2ccc(CO)o2)cc1N | 7 | 104 | -3 | 96 | 7 | -10 | -8 | 103
